# Screening data deposited in PubChem BioAssay by National Center for Advancing Translational Sciences (NCATS).
# RGS4 inhibitor – blocks human RGS4-accelerated GTP hydrolysis | Transcreener GDP fluorescence polarization, RGS4-accelerated GTP hydrolysis | 0.039% of 390,000 active | P49798 | Potency, µM (titrated, usually from 114 µM), for the others: at the top dose activity change, negative = inhibition, most hits filed as inhibitors; also: potency is read from the fitted curve at half-maximal effect; % is scaled to controls: 0 for no effect and ±100 for the full control effect; nearly all actives have a fitted effect of over 75% in size; some results filed as inactive show a strong effect at the top dose
# Target sequence (P49798 whole entry, looked up): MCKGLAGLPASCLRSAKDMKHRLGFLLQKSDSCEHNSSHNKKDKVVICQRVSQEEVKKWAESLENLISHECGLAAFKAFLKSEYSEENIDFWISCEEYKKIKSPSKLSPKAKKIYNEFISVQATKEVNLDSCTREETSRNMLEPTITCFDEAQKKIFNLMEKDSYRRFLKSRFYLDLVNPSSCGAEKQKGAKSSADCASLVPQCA
#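 MLSMR compounds (23 nl, pin-transferred) preincubated 10 min at room temperature with a 500nM (2x) first reagent, then RGS4 at 900nM (2x) plus Transcreener GDP mix added; fluorescence polarization (620/688 nm) read before and after 90 min at 30 °C.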
# APE1 inh – APE1 (human) endonuclease inhibition; P27695; recombinant APE1, TAMRA/BHQ-2 abasic DNA cleavage fluorescence; Potency, µM (highest dose often 65.8 µM), for the others: at the highest dose activity change, negative = inhibition, usual class: inhibitors; 0.35% of 350,000 active;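 also: potency is read from the fitted curve at half-maximal effect; plate controls were vehicle for no effect and reference inhibitor for full effect; nearly all actives have a fitted effect of over 55% in size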
# Target sequence (P27695 whole entry, looked up): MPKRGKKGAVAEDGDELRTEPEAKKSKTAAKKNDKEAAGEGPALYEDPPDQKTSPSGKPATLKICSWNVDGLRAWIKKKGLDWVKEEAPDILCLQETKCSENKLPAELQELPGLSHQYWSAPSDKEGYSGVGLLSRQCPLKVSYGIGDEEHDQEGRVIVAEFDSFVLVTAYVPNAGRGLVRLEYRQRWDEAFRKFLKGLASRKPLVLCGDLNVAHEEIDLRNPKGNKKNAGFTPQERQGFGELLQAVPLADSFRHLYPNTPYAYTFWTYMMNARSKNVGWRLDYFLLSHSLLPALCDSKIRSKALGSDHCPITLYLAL
#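 Kinetic fluorescence read (525 ex/598 em nm, three reads 60 s apart) of AP-site incision; signal = third minus first read. Enzyme 0.75 nM, dual-labelled THF duplex 50 nM, compound preincubation 15 min RT.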
# LDHA inh – blocks human lactate dehydrogenase A. P00338. purified LDHA, NADH/diaphorase-resazurin fluorescence; stronger effect = lower value. activity change, % (values are at about 110 or 230 µM). 0.15% of 480,000 active. AID 1347041; in the data active = activity change below about -30%; inconclusive = mostly about -25% to -30%;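 also: plate controls were DMSO wells for no effect and wells without enzyme for full effect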
#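 Human LDH5 (2 nM) was incubated with 0.06 mM NADH and 0.2 mM pyruvate for 5 min at room temperature in Tris pH 7.4. Remaining NADH was coupled through diaphorase/resazurin, and resorufin fluorescence was read at 0 and 20 min.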
# 12-LOX inh – blocks human arachidonate 12S-lipoxygenase. P18054. purified 12hLO, xylenol orange hydroperoxide absorbance. Potency, µM (series often up to 108 µM), inactives show top-dose activity change, negative = inhibition, usual class: inhibitors. 1.1% of 580,000 active; also: potency is read from the fitted curve at half-maximal effect; % is scaled to controls: 0 for no effect and ±100 for the full control effect
#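 Purified human 12hLO at 150 nM in 25 mM Hepes, 0.01% Triton X-100, pH 7.0, preincubated 15 min at room temperature with compound. Reaction started with 40 uM arachidonic acid, 30 min at room temperature. Hydroperoxide measured by Fe-xylenol orange, 573/405 nm absorbance ratio.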
# POLH inh – inhibitors of human DNA polymerase eta | 1.2% of 390,000 active | AID 588591 | recombinant Pol eta, fluorescent DNA replication assay | Potency, µM (highest dose often 114 µM), without a hit: at the highest dose activity change, negative = inhibition, actives largely listed as inhibitors | Q9Y253; also: potency is read from the fitted curve at half-maximal effect; % is scaled to controls: 0 for no effect and ±100 for the full control effect
#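 Fluorescent replication assay: 50 nM final substrate added after a 15 min room-temperature compound preincubation with 10 nM enzyme. Signal taken at 0 min and again at 10 min.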
# POLK inh – blocks human DNA polymerase kappa activity | AID 588579 | Q9UBT6 | 0.53% of 400,000 active | purified Pol kappa, fluorescent DNA synthesis assay, 10 min | Potency, µM (top dose mostly 107 µM), without a hit: at the highest dose activity, negative = inhibition, usual class: inhibitors; also: potency is read from the fitted curve at half-maximal effect; % is scaled to controls: 0 for no effect and ±100 for the full control effect
#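 10 nM Pol kappa was preincubated with compounds for 15 min at room temperature. Reaction started with 50 nM (final) substrate. Fluorescence read kinetically at 0 and 10 min.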
# ERG Ets-DNA blk – ERG Ets/DNA interaction inhibition; P11308; fluorescence polarization, His-ERG Ets domain / labelled DNA; Potency, µM (doses to about 76.9 µM), for the others: at the highest dose FP activity, negative = inhibition, most hits filed as inhibitors; 0.028% of 370,000 active; AID 624246; active = well fitted inhibition curve with a large enough effect in the polarisation, with a control signal flat; inconclusive = small, poorly fitted or top-dose-only effect, or effect the other way, or a change in a side signal; inactive = no such curve, though single readings can be large or run the other way; the % refers to the polarisation;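 also: polarization taken with two DNA probes labelled with fluorescein and Texas red; potency is read from the fitted curve at half-maximal effect; % of control where 0% means no effect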
#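 His-tagged ERG Ets domain (1 uM in the protein solution; 300mM KCl, 50mM Tris-HCl, 1mM EDTA, 1mM DTT, pH 7.5) received compound, then a probe mix of 5 nM fluorescein-DNA and 100nM Texas-615-DNA. Fluorescence polarization was read for both dyes.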
# Apoferritin bind – candidate novel general anesthetic via apoferritin binding; P02791; apoferritin/1-aminoanthracene competitive binding, fluorescence; Potency, µM (titrated, usually from 77.5 µM), inactives show at the highest dose activity change, negative = displacement, most hits filed as inhibitors; 0.074% of 350,000 active; also: potency is read from the fitted curve at half-maximal effect; % is scaled to controls: 0 for no effect and ±100 for the full control effect; nearly all actives have a fitted effect of over 20% in size
# Target sequence (P02791 2-175 limits assumed): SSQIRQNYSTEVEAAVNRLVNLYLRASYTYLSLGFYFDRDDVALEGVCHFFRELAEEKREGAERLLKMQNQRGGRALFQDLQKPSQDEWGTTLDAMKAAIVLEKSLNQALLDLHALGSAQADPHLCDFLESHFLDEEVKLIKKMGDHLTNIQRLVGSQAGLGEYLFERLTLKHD
#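 Steps: apoferritin (10 uM) was premixed with half-saturated 1-AMA in PBS, compounds were pin-transferred, plates stood 10 min at room temperature, fluorescence was read at 380/535 nm, and curves were fitted with a Hill equation.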
# Pol beta inh – DNA polymerase beta (human) inhibition; P06746; Pol beta primer extension/strand displacement, fluorescence kinetic; Potency, µM (highest dose often 114 µM), without a hit: at the top dose activity change, negative = inhibition, actives largely listed as inhibitors; 1.3% of 340,000 active; also: potency is read from the fitted curve at half-maximal effect; % is scaled to controls: 0 for no effect and ±100 for the full control effect
#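 Homogeneous kinetic assay of primer extension and strand displacement by 10 nM Pol beta, preincubated 15 min at room temperature with compound before 50 nM substrate (final) was added. Read at 0 and 10 min; four-parameter Hill fit.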
# The depositor's hits bear a star; ? = inconclusive; / = no result given; [ ] = another dose, or the depositor's remark. Unless noted, calls follow the shape of the dose curve; as a rule, active = well fitted curve in the direction sought with a large enough effect; inconclusive = small, poorly fitted or top-dose-only effect, or another doubt; inactive = no such curve, though single readings can be large; an effect the other way counts as inactive or inconclusive. These rows are one share of the data. The share of hits here may be higher or lower than overall.
SMILES | LDHA inh | POLH inh | 12-LOX inh | RGS4 inhibitor | APE1 inh | Pol beta inh | ERG Ets-DNA blk | Apoferritin bind | POLK inh
O=C(c1ccco1)N1CCN(C(c2ccc(F)cc2)c2nnnn2Cc2cccs2)CC1 (centres undefined) | -7 | 9% | ? | -24% | -1% | 17% | -8% | -22% | -5%
CC(=O)Nc1ccc(S(=O)(=O)Nc2ccc(Cc3ccncc3)cc2)cc1 | -16 | -3% | 7% | 28% | 30% | ? | 3% | -4% | 0%
CCCN(Cc1cc2cc(C)ccc2[nH]c1=O)C(=O)c1cccc(OC)c1 | -3 | -3% | 3% | -3% | -5% | -6% | 7% | 12% | -15%
Cc1sc2nc(SCC(=O)N(CCO)CCO)n(C3CCCCC3)c(=O)c2c1C | 0 | -7% | 154%[activator] | -21% | 4% | 3% | 13% | -5% | -9%
COc1cc(NC(=O)c2cc3c(=O)oc4ccc(C)cc4c3s2)cc(OC)c1OC | 3 | -10% | ? | -17% | / | -27% | 2% | -14% | -7%
Cc1c(C(=O)NC(=S)Nc2ccccc2N2CCCC2)cccc1[N+](=O)[O-] | -3 | ? | -27% | -34% | ? | -2% | 0% | -22% | -16%
CC1(C)Cc2cccc(OCC(=O)Nc3ccc(S(N)(=O)=O)cc3)c2O1 | -6 | -10% | 13% | 5% | -8% | / | -1% | / | -16%
O=C(NCc1ccccc1)C(c1cccs1)N(Cc1cccs1)C(=O)c1cnccn1 (centres undefined) | -12 | -12% | 0% | 5% | 14% | 8% | -4% | -14% | -3%
CCOCCCN1CN(S(=O)(=O)c2ccc(Cl)cc2)c2nc3ccccc3nc21 | 0 | -1% | ? | -18% | 0% | 19% | 0% | ? | -8%
Cc1cc(C)cc(OCC(=O)NNC(=O)c2cc3ccccc3oc2=O)c1 | -5 | ? | -14% | 22%[11.4 µM] | 1% | -1% | 1% | -10% | -10%
COc1ccc(NC(=O)c2ccc(NC(=O)C3COc4ccccc4O3)cc2)c(OC)c1 (centres undefined) | -10 | -2% | 39%[activator] | 25% | / | / | 0% | / | -2%
Nn1c(SCC(=O)Nc2ccccc2C(F)(F)F)nncc1=O | -4 | -1% | 1% | -1% | 9% | 14% | 9% | -5% | -4%
O=C(c1cnccn1)N(Cc1cccs1)C1(C(=O)NC2CCCCC2)CCCCC1 | -2 | -15% | -18% | -27% | 1% | 7% | 10% | -8% | 6%
CCNc1nc(NC(C)C)nc(N(C#N)C(C)C(=O)N(CC)CC)n1 (centres undefined) | -3 | -7% | 144%[activator] | 15% | 2% | -2% | -3% | 11% | 4%
COc1cccc(C(=O)Nc2ccccc2C(=O)NCC2CCCO2)c1 (centres undefined) | -2 | -9% | 30%[activator] | -27% | 1% | 18% | -13% | -7% | 8%
O=C(CN1C(=O)S/C(=C\c2ccc(Cl)cc2)C1=O)NC1C=CS(=O)(=O)C1 (centres undefined) | -2 | -2% | -16% | -43%[11.4 µM] | 39% | 15% | -5% | 7% | -5%
COc1ccc(N(Cc2cc(=O)[nH]c3ccccc23)C(=O)CCl)cc1 | -6 | 35µM* | ? | -13%[56.9 µM] | 7% | 32% | -1% | -11% | 3%
COc1ccc(Cl)cc1S(=O)(=O)NC(C)C(=O)NCc1ccccn1 (centres undefined) | -12 | -14% | 2% | -7% | -4% | 41% | 0% | -1% | 0%
COCCCNC(=O)c1cn(C)c(=O)c2c1c1ccccc1n2C | 4 | 0% | -1% | 9% | 14% | 0% | 1% | 7% | -7%
O=C(COC(=O)C1CCC(=O)N1)Nc1cccc([N+](=O)[O-])c1 (centres undefined) | -2 | -6% | 129%[activator] | 4% | 20% | / | -2% | / | -7%
C=C(CCO)C1=CCN(S(=O)C(C)(C)C)[C@H]1CCO (some centres undefined) | -1 | -4% | 10% | 29% | / | / | 7% | / | -19%
O=C(Nc1cc2c3c(c1)CC(=O)N3CCC2)c1ccco1 | -11 | -1% | -2% | 12% | 47%[activator] | / | -8% | / | -2%
CCOc1ccc2nc(N3CCCC(C(=O)Nc4cc(Cl)c(OC)cc4OC)C3)sc2c1 (centres undefined) | -5 | -11% | -10% | 31% | / | 3% | 0% | 2% | -12%
CCC(CO)Oc1cc(NCc2ccc(F)cc2)c2ncn(C(C)C)c2c1 (centres undefined) | 20 | -11% | ? | -45% | 7% | / | 0% | / | -23%
CC(=O)Nc1ccc(NC(=O)C(C)Sc2nc3ccccc3c(=O)n2CC2CCCO2)cc1 (centres undefined) | -4 | -11% | -22% | -6% | 6% | / | 8% | / | -1%
CCNc1nc(NCC)nc(Oc2ccc(OCC)nn2)n1 | -6 | 0% | 5% | 19% | 2% | 2% | / | -7% | -8%[60.1 µM]
CCCCCn1c(CCNC(=O)c2cccs2)nc2ccccc21 | -2 | -12% | 17% | 13% | 17% | -15% | / | -12% | -12%
CCC(=O)N1CCN(c2nc3c(C)cccc3s2)CC1 | -3 | 6% | -17% | -11% | / | -10% | -4% | -2% | -7%[60.1 µM]
CCC(=O)c1c[nH]c(C(=O)NCc2cccc(C(F)(F)F)c2)c1 | -2 | -17% | ? | -10% | -5% | 9% | -2% | 5% | 6%
CC(=O)N1CCC(C(=O)OCc2ccccc2F)(c2ccccc2)CC1 | -2 | -14% | -10% | -46% | 50%[activator] | -1% | 6% | -5% | 0%
COc1ccc(C2CC(c3cccs3)=NN2C(=O)CCl)cc1OC (centres undefined) | -1 | ? | ? | 3% | 53%[activator] | 51% | -3% | -12% | -5%
COC(=O)CCC[C@H]1CC2(C[C@H](CCCO[Si](C)(C)C(C)(C)C)N1C(=O)OC(C)(C)C)OCCO2 | 2 | -12% | -2% | -2% | 30% | / | 7% | / | 2%
O=C(NCCC1=CCCCC1)c1ccc(Cl)c(S(=O)(=O)Nc2ccccc2)c1 | 5 | -17% | -13% | 17% | -2% | ? | / | -20% | -9%
COc1cc(/C=N/n2cnnc2-n2nc(C)cc2C)cc([N+](=O)[O-])c1O | 4 | -1% | -14% | -21% | 2% | -24% | 13% | 3% | 5%
Cc1ccc(Nc2nnc(SCC(=O)NCc3ccco3)s2)cc1 | -1 | ? | 15% | -4% | -3% | 10µM* | -7% | ? | ?
O=c1cc(CN2CC(O)Cc3ccc4ccccc4c32)nc2sccn12 (centres undefined) | 9 | -6% | -9% | -29% | -1% | 0% | -7% | -14% | -1%
COC(=O)c1ccc(NC(=O)CN2C(=O)CC(c3ccccc3)Sc3ccccc32)cc1 (centres undefined) | -10 | -20% | -21% | -24% | / | 1% | 2% | -8% | -4%
COc1ccc(NC2CCCN(C(=O)COc3ccc(Cl)cc3C)C2)cc1OC (centres undefined) | 14 | -11% | 438%[activator] | ? | 8% | -24% | -11% | -20% | -6%
CCOC(=O)c1sc(Nc2ccc(OCC)cc2)nc1C | -2 | -11% | -14% | 9% | -7% | 1% | 1% | -3% | 13%
CC(C)(C)CN1CCNC(=O)C1CC(=O)NCCc1ccccc1F (centres undefined) | 4 | -12% | -8% | -10% | 19% | 7% | 1% | -20% | 2%
CC(=O)NCc1nc2ccccc2n1Cc1ccccc1C | 0 | -4% | 28% | -4% | -8% | 7% | 1% | -4% | 15%
CCOc1ccc(NC(=O)CN(C)S(=O)(=O)c2cccs2)cc1 | -3 | -13% | 0% | 6% | -3% | 12% | 11% | -4% | 0%
CC(=O)Nc1cc2c(cc1Cl)Cc1cc(Cl)ccc1-2 | -11 | -2% | 1% | 18% | / | / | 0% | / | 1%

# Nine successive entries already listed:
SMILES | LDHA inh | POLH inh | 12-LOX inh | RGS4 inhibitor | APE1 inh | Pol beta inh | ERG Ets-DNA blk | Apoferritin bind | POLK inh
CCNc1nc(NCC)nc(Oc2ccc(OCC)nn2)n1 | -6 | 0% | 5% | 19% | 2% | 2% | / | -7% | -8%[60.1 µM]
CCCCCn1c(CCNC(=O)c2cccs2)nc2ccccc21 | -2 | -12% | 17% | 13% | 17% | -15% | / | -12% | -12%
CCC(=O)N1CCN(c2nc3c(C)cccc3s2)CC1 | -3 | 6% | -17% | -11% | / | -10% | -4% | -2% | -7%[60.1 µM]
CCC(=O)c1c[nH]c(C(=O)NCc2cccc(C(F)(F)F)c2)c1 | -2 | -17% | ? | -10% | -5% | 9% | -2% | 5% | 6%
CC(=O)N1CCC(C(=O)OCc2ccccc2F)(c2ccccc2)CC1 | -2 | -14% | -10% | -46% | 50%[activator] | -1% | 6% | -5% | 0%
COc1ccc(C2CC(c3cccs3)=NN2C(=O)CCl)cc1OC (centres undefined) | -1 | ? | ? | 3% | 53%[activator] | 51% | -3% | -12% | -5%
COC(=O)CCC[C@H]1CC2(C[C@H](CCCO[Si](C)(C)C(C)(C)C)N1C(=O)OC(C)(C)C)OCCO2 | 2 | -12% | -2% | -2% | 30% | / | 7% | / | 2%
O=C(NCCC1=CCCCC1)c1ccc(Cl)c(S(=O)(=O)Nc2ccccc2)c1 | 5 | -17% | -13% | 17% | -2% | ? | / | -20% | -9%
COc1cc(/C=N/n2cnnc2-n2nc(C)cc2C)cc([N+](=O)[O-])c1O | 4 | -1% | -14% | -21% | 2% | -24% | 13% | 3% | 5%
